# M. tuberculosis – growth inhibition of non-replicating M. tuberculosis (AID 488890); Mycobacterium tuberculosis non-replicating, growth inhibition; higher % means a stronger effect; inhibition, % at 25 µM; hits with a dose series show IC50 in µM; hit rate 0.39% among 320,000; in the data active = a potency from the dose series; inconclusive = inhibition mostly from about 82% at the one dose, without a potency; inactive = the rest, 99 in 100 with inhibition below about 76%;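 also: plate controls were DMSO cells for no effect and high antibiotic wells for full effect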
# inhibitors of VEEV – inhibitors of VEEV TC-83 cytopathic effect, confirmation, Vero cells (AID 588727). Vero cells, VEEV TC-83 cytopathic effect inhibition; higher % means a stronger effect. one-dose inhibition, % at 20 µM; IC50 in µM for titrated hits. hit rate 0.13% among 350,000; in the data active = a potency from the dose series; inconclusive = inhibition mostly from about 14% at the one dose, without a potency; inactive = the rest, 99 in 100 with inhibition below about 12%; also: strong numbers were not always called active
# H37Rv inhibition – M. tuberculosis growth inhibition, HTS (AID 449762); M. tuberculosis H37Rv growth inhibition, 7H9 media; higher % means a stronger effect; inhibition, % at 25 µM, or IC50 in µM where a hit was titrated; hit rate 0.59% among 330,000; in the data active = a potency from the dose series; inconclusive = inhibition above about 70% without an active follow-up result;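 also: bacterial growth assessed after seven days of incubation; strong numbers were not always called active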
# influenza NS1A – H1N1 influenza NS1A inhibitors, functional cell based assay (AID 504329). NS1A functional cell-based assay, percent inhibition; higher % means a stronger effect. inhibition, % at 12.5 µM; hits with a dose series show IC50 in µM. hit rate 0.3% among 340,000; in the data active = a potency from the dose series; inconclusive = inhibition above about 27% without an active follow-up result; also: strong numbers were not always called active
# PhoP GFP inhibition – PhoP regulon inhibitors, Salmonella typhi PhoP promoter GFP reporter, confirmatory (AID 1850) | Salmonella Typhi PhoP-promoter GFP reporter, fluorescence, 4 h; higher % means a stronger effect | inhibition, % at 50 µM, or IC50 in µM where a hit was titrated | hit rate 0.33% among 310,000; in the data active = a potency from the dose series; inconclusive = inhibition mostly from about 25% at the one dose, without a potency; inactive = the rest, 99 in 100 with inhibition below about 19%;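 also: 0% = induced wells with vehicle and 100% = uninduced wells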
# inhibitors of VEEV 10K pilot screen – recorded beside inhibitors of VEEV, whose call it bears; inhibition, %; measured here: 10K pilot screen inhibition
# An asterisk follows results filed as active; i = inactive; ? = inconclusive; / = not tested or not shown. Not a hit list; about 1.6% have a hit in one of these screens.
SMILES,M. tuberculosis,inhibitors of VEEV,H37Rv inhibition,influenza NS1A,PhoP GFP inhibition,others
O=C(/C=C/c1ccco1)N(Cc1ccccc1)C1CCS(=O)(=O)C1 (stereo not drawn),6%,i,4%,-7%,10%,
Cc1c(Cl)cccc1NC(=S)NCCC(C)C,-9%,2.7%,-7%,7%,1%,
Cc1ccc(C(=O)Nc2ccc(N3CCN(S(C)(=O)=O)CC3)cc2)cc1,-7%,1.1%,-12%,4%,10%,
COc1ccc(CN2CCC(C)CC2)cc1OCc1ccccc1,-4%,1.1%,-7%,-6%,2%,
COc1ccc(C)cc1NC(=O)c1sc2nc(C)nc(N3CCOCC3)c2c1C,15%,4.1%,10%,2%,4%,
O=C(NC1CCCC1)c1cccc2c1C(=O)c1ccc(/C=C/c3ccccc3)cc1S2(=O)=O,7%,9.5%,10%,1%,/,
O=c1ccc2cc(S(=O)(=O)N3CCN(c4ccccc4F)CC3)ccc2o1,-5%,1.4%,4%,-9%,8%,
COc1ccc(/C=N\NS(=O)(=O)c2ccc(Br)cc2)cc1COc1ccccc1[N+](=O)[O-],-30%,1.7%,0%,1%,1%,
C[C@@H](NS(=O)(=O)c1cc(Cl)ccc1F)[C@H](O)c1ccccc1,/,i,/,-5%,/,
O=C(Cn1ccc(C(F)(F)F)n1)N/N=C/c1ccc(N2CCOCC2)cc1,0%,i,-5%,3%,11%,
Cc1ccc(OCC(=O)Nc2cnn(CCCC(=O)O)c2)c([N+](=O)[O-])c1,-3%,1.2%,2%,-1%,6%,
O=C(COc1ccc(-c2nnco2)cc1)N1CCOCC1,-11%,i,-6%,-11%,/,
CC(C(=O)NC1CCCC1)N(C(=O)c1snc(C(N)=O)c1N)c1ccc2c(c1)OCCO2 (stereo not drawn),19%,3.6%,-4%,-9%,1%,
N#C/C(=C\c1ccc(F)cc1)C(=O)NC1CCS(=O)(=O)C1 (stereo not drawn),-3%,1.2%,8%,-1%,4%,
CN(C)c1ccnc2sc(C(=O)c3ccc(Br)cc3)c(N)c12,8%,i,0%,-12%,-19%,
CC(=O)c1cccc(NC(=O)CN2C(=O)c3cccnc3Oc3ccc(Cl)cc32)c1,12%,1.7%,3%,11%,-1%,
COC(=O)CCCC1=CC2=CC(=O)C(C)(OC(=O)c3cccs3)C(=O)C2=CN1c1ccccc1 (stereo not drawn),3%,0.6%,2%,3%,-4%,
Cc1ccc(S(=O)(=O)Nc2nc3ccc(S(=O)(=O)N4CCCC4)cc3s2)cc1,28%,0.5%,-8%,5%,-6%,
COc1ccc(C(=O)NNC(=O)c2cc3ccccc3cc2O)cc1,-4%,5.1%,-3%,-19%,4%,
Cn1ncc(C#N)c1NC(=O)C1CC(c2ccc(Cl)cc2)=NO1 (stereo not drawn),1%,i,-3%,9%,-8%,
Cn1cc(CN2CCCC(CNS(=O)(=O)c3cccc4cccnc34)C2)cn1 (stereo not drawn),20%,2.3%,9%,8%,8%,
CC1(C)Cc2ccccc2-c2nnc(-c3ccco3)n21,-18%,i,-2%,12%,7%,
CC1CCN(C(=O)CCCl)c2ccccc21 (stereo not drawn),/,0.9%,/,-5%,/,
CCO[C@@H]1OC(C(=O)NC2CC2)=C[C@H](c2csc3ccccc23)[C@H]1CCCO,-8%,i,-1%,-7%,6%,inhibitors of VEEV 10K pilot screen=0.9
O=C(CSc1nnnn1-c1ccccc1)NC(=O)Cc1ccccc1,6%,0.9%,-4%,-4%,/,
CC1(CCC(=O)N2CCCC(N3CCN(c4cccc(C(F)(F)F)c4)CC3)C2)CC1 (stereo not drawn),33%,2.0%,6%,-7%,-5%,
COc1cc(OC)cc(-c2c(-c3cccs3)c3cc(-c4ccc(OCc5ccccc5)cc4)ccc3n2C)c1,8%,1.2%,-2%,5%,/,
OCCN(CCO)c1cc2c3ccccc3ccc2c2ccccc12,/,1.2%,/,2%,/,
Cc1cc(NC(=O)CCCSc2nc(-c3ccco3)cc(C(F)(F)F)n2)no1,-11%,i,-3%,-2%,7%,
CC(Oc1ccccc1)C(=O)N1CCN=C1SCc1cccc(F)c1 (stereo not drawn),7%,2.7%,-1%,-11%,-9%,
O=C(CCCOc1ccccc1)NCCc1nc2ccccc2[nH]1,21%,0.4%,-1%,-12%,9%,
CNS(=O)(=O)c1cccc(C(=O)OCC(=O)c2cc(C)n(CC3CCCO3)c2C)c1 (stereo not drawn),5%,3.6%,0%,3%,/,
O=c1c2c3c(sc2nc2n1CCCCC2)CCCCC3,16%,0.7%,49%,5%,-11%,
Cc1cccc(NS(=O)(=O)c2cc3c(cc2C)n(C)c(=O)c(=O)n3C)c1,4%,0.8%,-7%,6%,-8%,
CCOC(=O)C1(CC2CCCCO2)CCN(Cc2nc(-c3cccs3)oc2C)CC1 (stereo not drawn),2%,i,0%,7%,-5%,
CCN(C(=O)CN1C(=O)/C(=C/c2ccc(F)cc2)SC1=S)C1CCS(=O)(=O)C1 (stereo not drawn),-3%,4.3%,0%,-1%,-8%,
COc1ccc(C(=O)CSc2nc(=O)n(Cc3cccnc3)c3c2CCC3)cc1,/,0.8%,/,-12%,/,
CC1CCN(c2ccc3c(c2)S(=O)(=O)c2cccc(C(=O)NC4CC4)c2C3=O)CC1,16%,1.1%,-1%,-14%,/,
FC(F)Oc1cccc2cccnc12,-8%,1.5%,1%,-4%,3%,
O=C(O)C1CC=CCC1C(=O)c1ccccc1 (stereo not drawn),/,5.8%,65%,8%,-2%,
COc1ccc(OC)c(NC(=O)COc2coc(CN3CCc4ccccc43)cc2=O)c1,13%,4.4%,21%,-12%,4%,
CCn1c(SCC(=O)NC2CCCCC2)nnc1-c1ccccc1F,0%,i,-2%,-1%,7%,
CCOC(=O)C1=C(O)/C(=C\c2cccc(OC)c2)N=C1C,2%,i,3%,-6%,-3%,
CC(C)CCNC(=O)NC(=O)CSc1nnc(-c2ccccc2F)n1N,18%,1.8%,-5%,-1%,-11%,
CCOC(=O)Cc1cnc(NC(=O)CSc2nc(N)cc(=O)[nH]2)s1,28%,i,-8%,-4%,-6%,
CCOC(=O)Cc1csc(NC(=O)CSc2nnc(-c3ccc(F)cc3)o2)n1,28%,0.6%,?,-7%,-6%,
COc1ccc(OCCSc2nnnn2C2CCCCC2)cc1,43%,2.2%,6%,-8%,-6%,
O=C(Cn1c(=O)n(CC2CCCO2)c(=O)c2ccccc21)N1CCN(c2ccccc2)CC1 (stereo not drawn),-5%,6.7%,-2%,7%,7%,

# Some of these compounds in order of formula weight, largest number first.
SMILES,M. tuberculosis,inhibitors of VEEV,H37Rv inhibition,influenza NS1A,PhoP GFP inhibition,others
O=C(Cn1c(=O)n(CC2CCCO2)c(=O)c2ccccc21)N1CCN(c2ccccc2)CC1 (stereo not drawn),-5%,6.7%,-2%,7%,7%,
CCN(C(=O)CN1C(=O)/C(=C/c2ccc(F)cc2)SC1=S)C1CCS(=O)(=O)C1 (stereo not drawn),-3%,4.3%,0%,-1%,-8%,
CNS(=O)(=O)c1cccc(C(=O)OCC(=O)c2cc(C)n(CC3CCCO3)c2C)c1 (stereo not drawn),5%,3.6%,0%,3%,/,
CCOC(=O)C1(CC2CCCCO2)CCN(Cc2nc(-c3cccs3)oc2C)CC1 (stereo not drawn),2%,i,0%,7%,-5%,
CC1CCN(c2ccc3c(c2)S(=O)(=O)c2cccc(C(=O)NC4CC4)c2C3=O)CC1,16%,1.1%,-1%,-14%,/,
CCOC(=O)Cc1csc(NC(=O)CSc2nnc(-c3ccc(F)cc3)o2)n1,28%,0.6%,?,-7%,-6%,
Cc1cc(NC(=O)CCCSc2nc(-c3ccco3)cc(C(F)(F)F)n2)no1,-11%,i,-3%,-2%,7%,
COc1ccc(C(=O)CSc2nc(=O)n(Cc3cccnc3)c3c2CCC3)cc1,/,0.8%,/,-12%,/,
CC(C)CCNC(=O)NC(=O)CSc1nnc(-c2ccccc2F)n1N,18%,1.8%,-5%,-1%,-11%,
Cc1cccc(NS(=O)(=O)c2cc3c(cc2C)n(C)c(=O)c(=O)n3C)c1,4%,0.8%,-7%,6%,-8%,
CCOC(=O)Cc1cnc(NC(=O)CSc2nc(N)cc(=O)[nH]2)s1,28%,i,-8%,-4%,-6%,
CCn1c(SCC(=O)NC2CCCCC2)nnc1-c1ccccc1F,0%,i,-2%,-1%,7%,
CC(Oc1ccccc1)C(=O)N1CCN=C1SCc1cccc(F)c1 (stereo not drawn),7%,2.7%,-1%,-11%,-9%,
COc1ccc(OCCSc2nnnn2C2CCCCC2)cc1,43%,2.2%,6%,-8%,-6%,
OCCN(CCO)c1cc2c3ccccc3ccc2c2ccccc12,/,1.2%,/,2%,/,
CCOC(=O)C1=C(O)/C(=C\c2cccc(OC)c2)N=C1C,2%,i,3%,-6%,-3%,
O=C(O)C1CC=CCC1C(=O)c1ccccc1 (stereo not drawn),/,5.8%,65%,8%,-2%,
FC(F)Oc1cccc2cccnc12,-8%,1.5%,1%,-4%,3%,

# Further entries follow.
SMILES,M. tuberculosis,inhibitors of VEEV,H37Rv inhibition,influenza NS1A,PhoP GFP inhibition,others
O=C(Nc1ccc(C(F)(F)F)cc1)c1ccc2ncsc2c1,26%,1.7%,-2%,-3%,-8%,
CCOC(=O)Cn1c(C)cc(=O)c2ccccc21,30%,0.4%,-8%,3%,-1%,
O=C(O)c1cn(-c2ccccc2)nc1-c1ccc(Cl)cc1,25%,i,-3%,24%,0%,
O=C(Cc1ccccc1)Nc1ccc(NC(=O)c2cccnc2)cc1,-10%,0.7%,1%,-2%,0%,
Cc1cc(C)cc(C(=O)O/N=C(\N)c2ccc(Br)cc2)c1,12%,0.3%,2%,-5%,19%,
O=C1CC(c2ccccc2)CN1C(=O)c1ccccc1 (stereo not drawn),-11%,0.1%,-1%,1%,-2%,
CCCCC1CC1C(=O)Nc1ccc(OC)c(OC)c1 (stereo not drawn),20%,1.1%,-2%,-6%,-11%,
O=C(CCc1nnc2n(Cc3ccc(Cl)cc3)c(=O)c3ccccc3n12)NCCN1CCCC1,51%,i,6%,0%,-3%,
CC(C)C(=O)N(Cc1ccccc1)c1ccccn1,-7%,0.2%,-6%,1%,14%,
Cc1c(N(C)S(=O)(=O)c2ccc(Cl)c(C(=O)N3CCC(C(N)=O)CC3)c2)c(=O)n(-c2ccccc2)n1C,-6%,0.7%,-2%,7%,2%,
Cc1ccc(NS(=O)(=O)c2ccc3c(c2)NC(=O)CO3)cc1C,4%,0.5%,11%,-8%,-1%,
O=[N+]([O-])c1cccc(CSc2nc3ccccc3[nH]2)c1,?,0.5%,16%,16%,10%,
COc1ccc(C(=O)c2nc3ccccc3n2C(C)C)cc1OC,2%,i,-7%,4%,3%,
S=c1[nH]nc(-c2cccs2)n1/N=C/c1cccs1,8%,3.0%,3%,1%,4%,
CC(C)C[C@H]1CNC(=S)N1CC1CCN(CCCCc2ccccc2)CC1,/,i,/,-4%,/,
COc1ccc(NC(=O)/C(C#N)=C\c2ccc(N3CCOCC3)o2)cc1,29%,8.6%,69%,-4%,-44%,
COc1ccc2nc3n(c(=O)c2c1)-c1cc(Cl)ccc1C(=O)NC3Cc1ccccc1 (stereo not drawn),6%,/,4%,/,/,
CCOC(=O)c1oc2cc(O)cc(O)c2c(=O)c1OCc1ccccc1,?,1.6%,-8%,-7%,11%,
CCNC(=S)N/N=C1\C(=O)c2cccc3cccc1c23,-12%,2.2%,28%,6%,-10%,
Cc1c(C(=O)Nc2ccc(N3CCOCC3)cc2)oc2ccccc12,4%,2.7%,11%,7%,16%,
COc1ccc(CCC(=O)Nc2ncc(C)s2)cc1OC,1%,i,8%,-21%,2%,
O=C(/C=C/c1ccccc1Cl)OCC(=O)c1ccc[nH]1,69%,0.2%,-2%,-6%,/,
CC(=O)c1ccc(NC(=O)C(C)Sc2ccccn2)cc1 (stereo not drawn),41%,2.4%,-2%,-5%,10%,
Nc1ccc2cc3ccccc3cc2c1,/,3.4%,/,-16%,/,
COc1ccc(C(=O)C(C)OC(=O)CN2C(=O)c3ccccc3C2=O)cc1 (stereo not drawn),-2%,i,-3%,-15%,/,
O=C(c1cc2ncc(Br)cn2n1)N1CCCCC1,73%,0.4%,13%,6%,1%,
O=C(N/N=C/c1ccoc1)c1ccc([N+](=O)[O-])cc1,-9%,0.4%,-7%,-10%,-4%,
Cc1cc(C(=O)Nc2nnc(C(F)(F)F)s2)no1,29%,i,1%,6%,2%,
CC(=C/C(=O)O)/C=C/c1ccc(Cl)o1,16%,i,8%,-5%,2%,
Cc1ccc(NC(=O)c2cc(-c3ccc(C)o3)nc3ccccc23)cc1,73%,i,0%,1%,-4%,
